Bioassay records deposited in PubChem BioAssay by several laboratories.
KCNK3 block = human KCNK3 channel inhibition, primary screen | O14649 | CHO-KCNK3 thallium flux, FluxOR fluorescence; active compounds read low | B-score at 10 µM | hit rate 0.84% among 340,000;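 active means B-score under library mean minus 4 SD, starting fluorescence ratio at most library mean plus 5 SD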;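 further: more negative B-score means stronger inhibition of thallium flux through KCNK3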
Target sequence (O14649 whole entry, looked up): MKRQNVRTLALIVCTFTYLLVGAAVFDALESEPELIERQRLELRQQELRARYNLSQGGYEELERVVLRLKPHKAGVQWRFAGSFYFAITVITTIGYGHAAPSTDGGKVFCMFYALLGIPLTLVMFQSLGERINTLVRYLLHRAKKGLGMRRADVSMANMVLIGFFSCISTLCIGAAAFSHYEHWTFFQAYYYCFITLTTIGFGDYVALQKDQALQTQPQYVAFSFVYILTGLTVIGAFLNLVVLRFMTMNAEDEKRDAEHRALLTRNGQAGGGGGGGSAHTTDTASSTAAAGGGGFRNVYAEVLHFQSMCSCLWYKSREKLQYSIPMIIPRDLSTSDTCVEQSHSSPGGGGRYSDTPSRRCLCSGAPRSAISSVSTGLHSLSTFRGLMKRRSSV
DYRK1A inh = inhibitors of rat Dyrk1A kinase | Q63470 | hit rate 0.43% among 310,000 | ADP-Glo luminescence, NFATc1 peptide | inhibition, % at 12.5 µM; in the data active means inhibition above about 50%;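 further: plate controls were vehicle with enzyme for no effect and no enzyme for full effect; many of its hits are not listed in these tables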
GSK3 alpha inh = inhibitors of human GSK-3 alpha kinase | P49840 | ADP-Glo luminescence, 60 min | inhibition, % at 10 µM | hit rate 0.1% among 320,000;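 in the data active means inhibition above about 50%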;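 further: GST-tagged GSK-3 alpha with peptide substrate and 25 µM ATP; 0% = DMSO neutral wells and 100% = GW8510 positive control wells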
Target sequence (P49840 whole entry, looked up): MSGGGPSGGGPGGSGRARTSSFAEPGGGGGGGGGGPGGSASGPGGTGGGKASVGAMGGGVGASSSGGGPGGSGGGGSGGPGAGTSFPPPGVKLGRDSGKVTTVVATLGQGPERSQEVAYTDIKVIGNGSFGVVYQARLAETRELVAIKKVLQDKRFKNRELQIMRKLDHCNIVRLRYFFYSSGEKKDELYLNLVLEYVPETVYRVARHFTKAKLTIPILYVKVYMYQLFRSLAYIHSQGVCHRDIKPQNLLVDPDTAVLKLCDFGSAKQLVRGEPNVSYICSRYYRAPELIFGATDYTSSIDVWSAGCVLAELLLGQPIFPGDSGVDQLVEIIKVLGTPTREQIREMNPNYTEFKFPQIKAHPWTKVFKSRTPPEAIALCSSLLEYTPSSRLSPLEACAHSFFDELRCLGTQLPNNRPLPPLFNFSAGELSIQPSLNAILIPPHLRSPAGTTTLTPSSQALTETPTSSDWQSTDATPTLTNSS
* marks the source's active call; other numbers are inactive results; i = inactive. Some of the compounds tested, so the mix of outcomes need not match the whole.

Below each compound – KCNK3 block	DYRK1A inh	GSK3 alpha inh
[1] C#CCOCCOCCOCCNc1nc(N2CCN(C(=O)CCCCCCCCCCNC(=O)[C@@H](CCSC)n3cc(CCO)nn3)CC2)nc(N2CCN(C(=O)CCCCCCCCCCNC(=O)[C@@H]([C@H](C)O)n3cc(C)nn3)CC2)n1
  i	-2	-1
[2] COc1cc(OC)cc(-c2cc3ncccc3cn2)c1
  i	14	-2
[3] COc1ccccc1NC(=O)COC(=O)c1ccc(S(=O)(=O)N2CCCCCC2)cc1
  i	1	-1
[4] C=CCn1c(SCC(=O)c2ccccc2)nnc1-c1ccc2c(c1)OCO2
  i	-3	-3
[5] CCN(CC(=O)NCc1ccc(F)cc1)S(=O)(=O)c1ccc(Cl)s1
  i	4	-7
[6] O=C1CCc2cc(S(=O)(=O)Nc3ccccc3F)ccc2N1
  i	0	-1
[7] CCCN(C(=O)/C=C/c1nc2ccccc2s1)C1CCS(=O)(=O)C1 (stereo not given)
  i	0	18
[8] CC(=O)c1ccc(-c2ccc(C(=O)Nc3nc(-c4ccccn4)cs3)o2)cc1
  i	19	-8
[9] O=C(C1=NN(c2ccccc2)C2C(=O)N(c3cccc(Cl)c3)C(=O)C12)c1ccccc1 (stereo not given)
  i	-1	-1
[10] Cc1ccc(C)c(-n2c(Cc3cc(=O)[nH]c(=O)[nH]3)nnc2SCC(=O)NCc2ccco2)c1
  i	-4	-1
[11] Cc1nnc(SC(C)C(=O)Nc2ccc3ccccc3c2)n1C (stereo not given)
  i	-4	1
[12] Cc1cc(C(=O)OCC(=O)NCc2ccc(F)cc2)c2ccccc2n1
  i	-1	0
[13] CCc1nnc(NC(=O)c2cc(-c3ccc(C)o3)nc3ccccc23)s1
  i	-1	-6
[14] Cc1cccc(C)c1NC(=O)CN(C)C(=O)[C@H](C)NC(=O)c1ccco1
  i	3	-4
[15] CCN(C(=O)CN1CCCCCC1)c1c(N)n(Cc2ccccc2)c(=O)[nH]c1=O
  i	-4	5
[16] CN(CC(=O)NCC1CCCCC1)CC(=O)Nc1ccccc1Br
  i	7	-9
[17] CCN(CCS(=O)(=O)c1ccc(Cl)cc1)Cc1nc2ccccc2c(=O)[nH]1
  i	10	-2
[18] Cc1ccc2nc(SCC(=O)Nc3cccnc3Cl)[nH]c2c1
  i	0	0
[19] O=C(OCC(=O)N1CCCCCC1)c1ccc(Br)c(S(=O)(=O)N2CCOCC2)c1
  i	-4	-2
[20] CC(C)C[C@@H](C)C(=O)N(Cc1ccccc1)c1ccccc1
  i	-9	-5
[21] COc1ccc(-c2ccc3c(c2)c(C#Cc2ccsc2)c(-c2cc(OC)cc(OC)c2)n3C)cc1
  i	4	1
[22] COc1ccc(C(=O)Nc2cc(S(=O)(=O)N3CCCCC3)ccc2OC)cc1
  i	-7	0
[23] COc1ccc(Cl)cc1C(=O)NNC(=O)CNC(=O)c1ccc(C)s1
  i	3	-5
[24] O=C(NN=Cc1cc(Br)c(O)c(Br)c1)c1ccccc1NS(=O)(=O)c1cccs1
  i	-2	-3
[25] O=C1N/C(=C/c2ccc(N3CCOCC3)o2)C(=O)N1c1ccccc1
  i	1	0
[26] COC(=O)CSc1nnc(CNC(=O)c2ccccc2OC)n1-c1ccc(OC)cc1
  i	4	-1
[27] COc1ccc(C2=CC(=O)C[C@H](c3ccc(OC)c(OC)c3)C2)cn1
  i	3	-3
[28] O=C(CN1C(=O)NC2(CCCCC2)C1=O)Nc1ccc(N2CCCCC2)cc1
  i	-1	2
[29] NS(=O)(=O)c1cccc(NC(=O)CSc2nnc3n2CCCCC3)c1
  i	2	-1
[30] C[C@H](CO)N1C[C@H](C)[C@@H](CN(C)C)Oc2c(NC(=O)c3ccncc3)cccc2C1=O
  i	8	-1

Next section (5 carried over from the part before).
Below each compound – KCNK3 block	DYRK1A inh	GSK3 alpha inh
[26] COC(=O)CSc1nnc(CNC(=O)c2ccccc2OC)n1-c1ccc(OC)cc1
  i	4	-1
[27] COc1ccc(C2=CC(=O)C[C@H](c3ccc(OC)c(OC)c3)C2)cn1
  i	3	-3
[28] O=C(CN1C(=O)NC2(CCCCC2)C1=O)Nc1ccc(N2CCCCC2)cc1
  i	-1	2
[29] NS(=O)(=O)c1cccc(NC(=O)CSc2nnc3n2CCCCC3)c1
  i	2	-1
[30] C[C@H](CO)N1C[C@H](C)[C@@H](CN(C)C)Oc2c(NC(=O)c3ccncc3)cccc2C1=O
  i	8	-1
[31] COc1ccc(-c2nnc(SC(C)C(=O)NC3CC3)o2)cc1 (stereo not given)
  i	-1	-1
[32] CCC/C(C#CCCN1C(=O)c2ccccc2C1=O)=C1/c2ccccc2C(=O)N1c1ccccc1
  i	-17	-2
[33] Cc1ccc(C)c(S(=O)(=O)N2CCN(C(=O)CCC(=O)NCc3ccc(Cl)cc3)CC2)c1
  i	-1	-2
[34] COc1ccc(-c2c(-c3cc(OC)cc(OC)c3)n(C)c3ccc(-c4ccc(N(C)C)nc4)cc23)cc1
  i	-1	-5
[35] COc1ccc(CC(=O)OCC(=O)NC(=O)NC2CCCC2)cc1
  i	-2	2
[36] COc1ccc(S(=O)(=O)N2CCN(CC(=O)Nc3cc(Cl)ccc3Cl)CC2)cc1
  i	-5	1
[37] COc1ccc(SC[C@H](C)CN2CC[C@H](NC(=O)OCc3ccccc3)CCC2=O)cc1
  i	-1	-1
[38] COc1ccccc1NS(=O)(=O)c1ccc(C)c(C(=O)NC2=NCCS2)c1
  i	-1	-5
[39] O=C(NC1CCCCC1)c1cccc2c1C(=O)c1ccc(N3CCC(Cc4ccccc4)CC3)cc1S2(=O)=O
  i	2	4
[40] CC(C)C[C@@H](CO)N(Cc1ccccc1)S(=O)(=O)N(Cc1ccccc1)[C@@H](CO)CC(C)C
  i	4	4
[41] COc1ccc(CCC(=O)Nc2ccc(S(=O)(=O)Nc3ncccn3)cc2)cc1
  i	-1	-3
[42] NC(=O)C1CCN(C(=O)c2cc(-c3ccccc3Cl)nc3ccccc23)CC1
  i	3	2
[43] C=C(C(=O)Oc1c(C(C)(C)C)cccc1C(C)(C)C)c1ccccc1
  i	-1	-7
[44] COc1cc(S(C)=O)ccc1-c1nc2ncccc2[nH]1 (stereo not given)
  i	-1	3
[45] CCN1C(N(C)C)=NC[C@@H]1Cc1ccccc1
  i	6	-1
[46] CC1CCCCC1NC(=O)c1cc(S(=O)(=O)N2CCOCC2)ccc1Cl (stereo not given)
  i	1	-2
[47] CCC(CO)Oc1cc(NCc2ccccc2Cl)c2ncn(C(C)C)c2c1 (stereo not given)
  i	9	1
[48] O=C(CCC(=O)c1ccc(Cl)cc1)OCn1nnc2ccccc2c1=O
  i	-4	0
[49] Cc1cc(C)cc(NC(=O)COC(=O)COc2ccc(N(C)S(=O)(=O)c3cccs3)cc2)c1
  i	-3	1
[50] Cc1cc(C)cc(N(CCC#N)C(=O)CSc2ncnc3sccc23)c1
  i	0	-1
[51] COc1ccc(-c2ccc3c(c2)S(=O)(=O)c2cccc(C(=O)NC4CCCCC4)c2C3=O)cc1OC
  i	2	-2
[52] CN(CC(=O)NCCc1ccc(S(N)(=O)=O)cc1)CC(=O)Nc1ccc(Cl)cc1
  i	0	0
[53] O=C(O)c1cccc(S(=O)(=O)N2CC=C(c3ccccc3)CC2)c1
  i	-2	0
[54] Cc1c(C(=O)NC(C)c2ccccc2)c(-c2ccccc2)nn1-c1ccccc1 (stereo not given)
  i	6	-1
[55] CCOC(=O)C1CCCN(c2nc3ccccc3nc2NS(=O)(=O)c2ccc(C)cc2)C1 (stereo not given)
  i	-3	-1
[56] O=S(=O)(NCC1CCC(NS(=O)(=O)c2c(F)cccc2F)CC1)c1ccc2c(c1)OCCO2 (stereo not given)
  i	5	-2
[57] CCN(c1ccccc1)S(=O)(=O)c1ccc(N2CCN(c3ccc(OC)cc3)CC2)nc1
  i	-2	2
[58] Cc1ccc(NC(=O)C(c2ccccc2)N2CCN(CC(=O)N3CCOCC3)CC2)cc1Cl (stereo not given)
  i	5	0
[59] CC1(C)O[C@@H]2[C@H](O1)[C@@H](CO)O[C@H]2n1cnc2c(N)ncnc21
  i	-1	-1
[60] C[C@H](CO)N1C[C@H](C)[C@@H](CN(C)C(=O)Nc2ccc3c(c2)OCO3)Oc2c(NC(=O)c3ccncc3)cccc2C1=O
  i	2	-1

Looked up one by one from the entries so far, 3 records:
Below each compound – KCNK3 block	DYRK1A inh	GSK3 alpha inh
[36] COc1ccc(S(=O)(=O)N2CCN(CC(=O)Nc3cc(Cl)ccc3Cl)CC2)cc1
  i	-5	1
[31] COc1ccc(-c2nnc(SC(C)C(=O)NC3CC3)o2)cc1 (stereo not given)
  i	-1	-1
[58] Cc1ccc(NC(=O)C(c2ccccc2)N2CCN(CC(=O)N3CCOCC3)CC2)cc1Cl (stereo not given)
  i	5	0

Following part
Below each compound – KCNK3 block	DYRK1A inh	GSK3 alpha inh
[61] COCC(=O)Nc1ccc(N2CCOCC2)c(S(=O)(=O)Nc2ccccc2OC)c1
  i	-6	1
[62] C#CCOCCOCCOCCNc1nc(N2CCN(C(=O)[C@H](CCC(=O)O)n3cc([C@@H](N)CCCCN)nn3)CC2)nc(N2CCN(C(=O)[C@H](CCCCN)n3cc([C@@H](N)CC(N)=O)nn3)CC2)n1
  i	0	-3
[63] Cc1ccc2nc(C)cc(C(=O)NC3CCCCCC3)c2c1
  i	-4	-2
[64] COc1ccccc1N(CCC#N)C(=O)CSc1nnc2ccccn12
  i	-8	2
[65] O=C(COC(=O)C1CCN(C(=O)c2ccc(Cl)cc2)CC1)Nc1ccccc1F
  i	-3	-3
[66] O=S(=O)(c1ccc2c(c1)CCCC2)N1CCNCC1
  i	-1	-3
[67] CC(=O)N1CCN(c2ccc(S(=O)(=O)N3CCOCC3)cc2[N+](=O)[O-])CC1
  i	1	-2
[68] Cc1cc2c(=O)n(CC(=O)N3CCN(c4ccccc4)CC3)cnc2s1
  i	0	0
[69] Cc1ccc(-n2nnnc2SCC(=O)c2c(N)n(C3CC3)c(=O)[nH]c2=O)cc1
  i	-1	-3
[70] O=C(COc1ccc(C(=O)c2ccc(F)cc2)cc1)Nc1cccc(S(=O)(=O)N2CCOCC2)c1
  i	-3	0
[71] COc1ccc(CC(=O)OCC(=O)NNC(=O)c2ccccc2)cc1
  i	9	4
[72] C=CC[C@H](CC(=O)NCCO)C(=O)N[C@H](COC(=O)[C@@H](CC=C)Cc1ccc(F)cc1)Cc1ccccc1
  i	5	3
[73] COC(=O)[C@H]1[C@H]2C[C@@H]3c4[nH]c5cc(OC)ccc5c4CCN3C[C@H]2C[C@@H](OC(=O)c2cc(OC)c(OC)c(OC)c2)[C@@H]1OC
  i	3	-2
[74] N#CC1(NC(=O)COc2cccnc2[N+](=O)[O-])CCCCC1
  i	6	-1
[75] COc1ccc(S(=O)(=O)N(C)C[C@H]2Oc3ccc(NC(=O)Cn4cnnn4)cc3C(=O)N([C@H](C)CO)C[C@@H]2C)cc1
  i	-4	0
[76] COc1ccc(NC(=O)/C(N=Nc2ccc(Cl)c(S(=O)(=O)Nc3ccc(Cl)cc3)c2)=C(\C)O)cc1
  i	-3	12
[77] CN(C)S(=O)(=O)c1cccc(NC(=O)/C=C/c2ccc(S(=O)(=O)N3CCOCC3)cc2)c1
  i	4	-1
[78] OCc1ccc2c(c1)c(-c1ccc3c(c1)OCCO3)c(-c1ccccc1)n2-c1ccccc1
  i	-26	-4
[79] CCN(C(=O)Cn1c(=O)n2nc(CCn3nc(C)cc3C)nc2c2ccccc21)c1cccc(C)c1
  i	6	-2
[80] CC(C)C[C@H]1CN=C(Nc2ccccc2)N1CCc1ccc(F)cc1
  i	5	2

Profiles as entered above. Screens in order: KCNK3 block	DYRK1A inh	GSK3 alpha inh
Profile of Cc1cc2c(=O)n(CC(=O)N3CCN(c4ccccc4)CC3)cnc2s1 → i	0	0
Profile of CN(C)S(=O)(=O)c1cccc(NC(=O)/C=C/c2ccc(S(=O)(=O)N3CCOCC3)cc2)c1 → i	4	-1
Profile of CCN(C(=O)Cn1c(=O)n2nc(CCn3nc(C)cc3C)nc2c2ccccc21)c1cccc(C)c1 → i	6	-2
